# GPR35 arrestin U2OS: GPR35 antagonists blocking zaprinast-driven arrestin recruitment, primary screen, imaging, U2OS, beta-arrestin-GFP, zaprinast agonist (AID 2058). U2OS GPR35 beta-arrestin-GFP translocation imaging, zaprinast antagonism; higher % means a stronger effect. inhibition, % at 10 µM, or IC50 in µM where a hit was titrated. 0.052% of 290,000 active;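 active = inhibition of at least 50% with at least 30 cells and total cytoplasm GFP at most 10,000,000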
# NTR1 agonist: agonists of NTR1, primary screen, imaging, U2OS cells, beta-arrestin-GFP, high content (AID 493036); P30989; activation, % at 20 µM; 0.17% of 330,000 active; NTR1-U2OS beta-arrestin-GFP spot imaging, agonist mode;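 active = activation at or above 40% of the spot to cytoplasm intensity ratio, with at least 20 cells analyzed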;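 note: 0% = DMSO without peptide and 100% = 100 nM NTR1 peptide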
# Target sequence (P30989 whole entry, looked up): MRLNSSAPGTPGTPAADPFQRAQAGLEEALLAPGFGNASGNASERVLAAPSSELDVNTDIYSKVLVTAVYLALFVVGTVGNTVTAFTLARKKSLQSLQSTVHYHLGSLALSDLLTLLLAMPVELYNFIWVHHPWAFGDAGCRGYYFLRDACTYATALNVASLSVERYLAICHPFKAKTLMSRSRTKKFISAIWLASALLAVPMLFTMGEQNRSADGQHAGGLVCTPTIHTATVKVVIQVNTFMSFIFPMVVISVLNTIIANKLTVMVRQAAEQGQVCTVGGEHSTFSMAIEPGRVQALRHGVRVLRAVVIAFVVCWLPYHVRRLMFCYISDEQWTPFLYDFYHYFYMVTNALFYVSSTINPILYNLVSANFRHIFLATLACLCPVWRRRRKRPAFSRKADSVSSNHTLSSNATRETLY
# GPR55 LPI antagonism: GPR55 antagonists blocking LPI-driven arrestin recruitment, primary screen, imaging, U2OS, beta-arrestin-GFP, LPI agonist (AID 2013). U2OS GPR55 beta-arrestin-GFP translocation imaging, LPI antagonism; higher % means a stronger effect. inhibition, % at 10 µM; hits with a dose series show IC50 in µM. 0.13% of 290,000 active;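 active = spots per cell inhibited over 60%, with over 100 cells counted and total cytoplasm intensity under 500,000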;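 note: U2OS cells stably carrying GPR55 and arrestin-GFP stimulated by 5 µM LPI near EC80; imaged beta-arrestin-GFP aggregate spots per cell after agonist stimulation; plate controls were LPI-stimulated DMSO wells for no effect and DMSO wells without LPI for full effect; some results filed as inactive read as strong as hits; confirmed hits need IC50 under 10 µM and bright autofluorescent wells are also inconclusive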
# KOR beta-arrestin-1: kappa opioid receptor blockers – cell-based, luminescence, uHTS (AID 1778); one-dose inhibition, % at 10 µM; IC50 in µM for titrated hits; 0.091% of 290,000 active; KOR beta-arrestin recruitment, luminescence, antagonist mode; higher % means a stronger effect; in the data active = inhibition above about 50%; note: strong numbers were not always called active
# PhoP inhibition: PhoP-dependent GFP reporter repression – Salmonella Typhimurium, primary screen (AID 1863); S. Typhimurium PhoP-regulated promoter GFP reporter, 4 h; higher % means a stronger effect; one-dose inhibition, % at 50 µM; IC50 in µM for titrated hits; 0.16% of 300,000 active;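 active = inhibition over 29.93%, a cutoff 3 SD above the screen mean, later confirmed by dose response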;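 note: 0% = low Mg2+ inducing control and 100% = high Mg2+ repressing control; strong numbers were not always called active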
# West Nile virus CPE: inhibition of WNV-induced cytopathic effect – cell-based, CPE readout (AID 1621); West Nile virus-infected cells, CPE inhibition; higher % means a stronger effect; CPE inhibition, % at 10 µM, or IC50 in µM where a hit was titrated; 0.02% of 290,000 active; in the data active = a potency from the dose series; note: strong numbers were not always called active
# T cell HTS: modulates CD8 T cell binding to vesicles. 2C CD8+ T cell-vesicle binding, flow cytometry; hits give low values. calls only at 7 µM. 0.068% of 330,000 active. AID 2052;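 active = response, share of CD8 T cells binding vesicles, and their 90th percentile fluorescence all below set limits, cut at about 80% in these data, passing the limit was not always enough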
#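 Also added: QL9-peptide-loaded Drosophila micro-vesicles bearing Ld, ICAM-1 and B7-1; Test system: purified 2C TCR transgenic mouse naive CD8+ T cells; Measured by: cytometric PE anti-B7-1 and Alexa647 anti-CD8 signals after 1% paraformaldehyde fixation; Timing: binding step 1.5 h, 37 °C, antibody labelling 20 min, ice.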
# KOR beta-arrestin-2: KOR agonists, beta-arrestin recruitment, primary screen, cell-based, luminescence, uHTS (AID 1777); KOR beta-arrestin recruitment, luminescence; higher % means a stronger effect; 0.02% of 280,000 active; activation, % at 10 µM, or EC50 in µM where a hit was titrated; in the data active = activation above about 50%, passing the limit was not always enough; note: a part of the inactive calls stands beside numbers as strong as those of hits
# GPR55 beta-arrestin: selective activators of receptor GPR55 – imaging, U2OS cells, beta-arrestin-GFP redistribution, primary screen (AID 1961); U2OS GPR55 beta-arrestin-GFP redistribution imaging; higher % means a stronger effect; activation, % at 10 µM, or EC50 in µM where a hit was titrated; 0.048% of 290,000 active;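 active = activation above 40% with more than 50 cells counted in the well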;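 note: U2OS osteosarcoma cells stably expressing GPR55 and beta-arrestin-GFP; plate controls were DMSO negative control for no effect and LPI positive control for full effect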
# T cell HTS vesicle-bound %: second read-out of T cell HTS, no call of its own (marks repeat the call); double positive events, %; measured here: CD8+ vesicle-bound cell fraction;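 binding gate set so that unloaded-vesicle control wells show 10% double positive cells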
# NTR1 agonist cell count 20 µM: recorded beside NTR1 agonist, whose call it bears; cell count; measured here: cell count, cytotoxicity flag
# * = called active by the depositor; i = inactive; . = no result given; [ ] = remark or other dose. Random draw from the library; overall some 0.62% were active at least once.
SMILES,GPR35 arrestin U2OS,NTR1 agonist,NTR1 agonist cell count 20 µM,GPR55 LPI antagonism,KOR beta-arrestin-1,PhoP inhibition,West Nile virus CPE,T cell HTS,T cell HTS vesicle-bound %,KOR beta-arrestin-2,GPR55 beta-arrestin
O=C(CCCOc1ccc(Cl)cc1)Nc1ccc(N2CCOCC2)cc1,19.3%,1.4,93,-1.4%,16.5%[20 µM],.,-1.1%,i,0.0,-0.4%,-0.1%
CC1(C)CC2CC(C)(CN2S(=O)(=O)c2cccc(N)c2)C1 (stereo unspecified),-5.1%,-0.7,61,-0.2%,-5.6%,-4.0%,-0.3%,i,33.3,-3.5%,-0.2%
CCC(=O)N(Cc1cc2c(C)ccc(C)c2[nH]c1=O)C1CCCCC1,-3.5%,0.7,34,4.9%,16.5%,-4.2%,-0.3%,i,4.8,-0.7%,0.2%
CCOc1ccccc1NC1=C(Cl)C(=O)N(c2ccccc2)C1=O,-5.2%,4.4,46,5.1%,.,-1.1%,0.1%,i,4.6,2.4%,-0.4%
C/C(=N\NC(=O)Cc1ccc(Cl)cc1)c1ccccn1,2.9%,.,.,25.8%,5.02µM*,14.1%,.,i,25.6,-6.2%,-0.1%
Cc1nc(CN2CCCC2=NC#N)n(-c2ccccc2)n1,-0.1%,0.7,86,8.9%,26.4%,3.0%,1.2%,i,59.1,3.7%,-0.3%
CC(=O)CCc1c(C)nc2ccc(C)cc2c1Cl,-6.5%,3.2,35,-6.2%,-21.9%,-4.1%,-1.0%,i,65.1,1.8%,0.4%
CC(=O)N/C(=C/c1ccc2c(c1)OCO2)C(=O)NCc1ccccc1,13.6%,-0.2,51,7.7%,-22.1%[20 µM],3.4%,0.8%,i,36.4,-3.5%,-0.1%
CN(CC(=O)NCc1ccc2c(c1)OCO2)S(=O)(=O)c1ccc(F)cc1,12.1%,-1.5,46,7.7%,-13.6%,9.4%,-0.8%,i,49.4,-1.2%,0.3%
C=CCn1c2c(c(=O)[nH]c1=S)CN(C(C)c1ccccc1)CN2 (stereo unspecified),-0.7%,3.7,48,2.2%,5.0%,2.2%,-0.6%,i,31.2,-2.2%,0.5%
CC(=O)c1ccccc1NC(=O)CSc1nnc2ccccn12,-5.8%,-0.7,61,14.1%,-7.6%,-2.6%,.,i,46.4,-2.1%,-0.1%
CCOC(=O)c1ccc(NS(=O)(=O)c2ccc3[nH]c(=O)[nH]c3c2)cc1,-7.6%,2.2,76,-7.7%,9.0%,-0.1%,1.0%,i,42.5,-3.5%,0.2%

# Of the compounds above, these contain a Cl atom:
SMILES,GPR35 arrestin U2OS,NTR1 agonist,NTR1 agonist cell count 20 µM,GPR55 LPI antagonism,KOR beta-arrestin-1,PhoP inhibition,West Nile virus CPE,T cell HTS,T cell HTS vesicle-bound %,KOR beta-arrestin-2,GPR55 beta-arrestin
O=C(CCCOc1ccc(Cl)cc1)Nc1ccc(N2CCOCC2)cc1,19.3%,1.4,93,-1.4%,16.5%[20 µM],.,-1.1%,i,0.0,-0.4%,-0.1%
CCOc1ccccc1NC1=C(Cl)C(=O)N(c2ccccc2)C1=O,-5.2%,4.4,46,5.1%,.,-1.1%,0.1%,i,4.6,2.4%,-0.4%
C/C(=N\NC(=O)Cc1ccc(Cl)cc1)c1ccccn1,2.9%,.,.,25.8%,5.02µM*,14.1%,.,i,25.6,-6.2%,-0.1%
CC(=O)CCc1c(C)nc2ccc(C)cc2c1Cl,-6.5%,3.2,35,-6.2%,-21.9%,-4.1%,-1.0%,i,65.1,1.8%,0.4%

# The results go on:
SMILES,GPR35 arrestin U2OS,NTR1 agonist,NTR1 agonist cell count 20 µM,GPR55 LPI antagonism,KOR beta-arrestin-1,PhoP inhibition,West Nile virus CPE,T cell HTS,T cell HTS vesicle-bound %,KOR beta-arrestin-2,GPR55 beta-arrestin
O=C(NCCCN1CCOCC1)c1ccc(Sc2ccc(Br)cc2)c([N+](=O)[O-])c1,1.1%,1.8,64,6.8%,13.4%,-27.1%,-0.8%,i,8.6,-3.1%,0.2%
CC1CCCC(CC(=O)O)(CC(=O)O)C1 (stereo unspecified),5.6%,-1.0,61,6.9%,21.4%,-5.1%,0.4%,i,54.1,2.9%,0.9%
Cc1cc(C)nc(N2N=C(CSc3ccc(Cl)cc3)CC2=O)n1,-11.9%,1.8,66,11.0%,14.7%,-0.3%,-1.0%,i,44.3,-4.1%,-0.3%
COc1cc(/C=N/Nc2ccc(C(F)(F)F)cn2)ccc1O,-4.8%,2.6,42,-0.7%,-0.8%,1.2%,-0.9%,i,28.1,-3.5%,-0.5%
NC(=S)Cc1ccc(Cl)cc1Cl,4.6%,-0.1,65,-7.2%,35.7%,-1.5%,0.4%,i,41.2,1.0%,-0.2%
COc1ccc(-c2nc(C#N)c(NCc3ccc(C)cc3)o2)cc1OC,-8.7%,9.1,41,-23.2%,-8.6%,8.9%,-0.3%,i,20.9,5.7%,-0.1%
CCCNC(=O)Nc1nc(CC(=O)OCC)cs1,-12.1%,-1.0,89,-0.5%,-46.4%[20 µM],-7.6%,0.3%,i,53.1,.,-0.2%
N#Cc1ccc(Cn2c(-c3ccc(F)cc3)noc2=O)cc1,4.1%,0.0,60,8.7%,-17.5%[20 µM],10.5%,-0.3%,i,5.5,-5.0%,0.0%
COc1cccc(C2c3c(oc4cc(C)c(C)cc4c3=O)C(=O)N2CCCN(C)C)c1 (stereo unspecified),9.5%,1.8,51,9.3%,25.4%,-9.8%,0.0%,i,29.9,5.4%,-0.1%
Cc1ccc(SC(C)C(=O)Nc2ncn[nH]2)cc1 (stereo unspecified),-4.4%,-0.7,49,-0.2%,5.4%,-9.5%,0.5%,i,8.3,-2.3%,-0.2%
CCN1C(=O)CC(N2CCN(c3ccc(C(=O)c4ccccc4)cc3)CC2)C1=O (stereo unspecified),-15.0%,0.9,54,-20.8%,-115.9%,-2.7%,0.3%,i,55.4,2.6%,-0.1%
CC12CN3CC(C)(CN(C1)C3c1c[nH]c3ccccc13)C2=O (stereo unspecified),-3.3%,1.7,72,7.1%,-0.1%[20 µM],.,0.9%,i,66.6,-7.1%,-0.1%
O=C(Cc1ccc(F)cc1)NC1CCCC1,14.2%,1.9,59,2.0%,15.3%,-9.5%,0.2%,i,41.3,-4.5%,0.3%
CN(C)c1ccc(/C=C/c2ccncc2)cc1,0.3%,.,.,11.0%,5.3%,-16.5%,0.4%,.,.,-1.2%,-0.1%
O=C(NCc1ccccc1F)C1CCN(C(=O)NCc2ccccc2)CC1,5.9%,-0.9,71,4.4%,-14.9%,-3.8%,-0.3%,i,4.6,4.8%,1.0%
Cc1cc(Nc2ncc(Cl)cc2Cl)n[nH]1,4.7%,0.0,76,-13.0%,-11.7%,-2.1%,0.4%,i,26.9,0.6%,-0.2%
Nc1ncnc2c1cnn2-c1ccccc1,-4.8%,2.0,35,18.0%,13.8%,4.8%,0.0%,i,25.1,-0.2%,0.3%
CCOc1ccc(S(=O)(=O)N(C)c2ccc(OCC(=O)Nc3nc(-c4cc(OC)ccc4OC)cs3)cc2)cc1,-6.9%,0.9,57,10.1%,0.8%,4.7%,-0.3%,i,5.7,-2.9%,0.6%
O=[N+]([O-])c1ccc(N2CCN(S(=O)(=O)c3ccc(Cl)cc3)CC2)cc1NCc1cccnc1,-5.8%,-3.1,74,14.5%,-14.1%,-9.9%,-0.5%,i,49.1,-2.5%,-0.2%
O=C(O)c1ccccc1C(=O)N1CCN(c2cccc(Cl)c2)CC1,-1.9%,-2.4,53,-17.1%,-56.9%,8.7%,-0.4%,i,64.2,5.0%,0.4%
CCOC(=O)C1CCCN(C(=O)c2cn(CC)c3ccc(S(=O)(=O)N4CCCC4)cc3c2=O)C1 (stereo unspecified),-1.6%,0.8,67,-4.2%,-3.3%,-3.4%,0.2%,i,40.2,-2.5%,-0.1%
COCCCNC(=O)C1CCCN(S(=O)(=O)c2cccc3nsnc23)C1 (stereo unspecified),-8.8%,1.2,66,-2.2%,-3.8%,-6.3%,-0.2%,i,6.6,-4.1%,-0.1%
COc1ccc(NC(=O)CC2C(=O)N(CCc3ccccc3)C(=S)N2Cc2cccnc2)cc1 (stereo unspecified),-9.7%,5.1,50,4.0%,2.5%,0.2%,-1.1%,i,49.1,-0.3%,0.2%
O=C(COC(=O)c1cnc(Cl)c(Cl)c1)NCc1ccco1,1.9%,2.8,68,2.4%,-4.2%,3.0%,0.3%,i,20.5,-0.6%,-0.2%
O=[N+]([O-])c1nn(-c2ccccc2)n(O)c1=NCc1ccc2c(c1)OCO2,8.1%,0.4,43,0.2%,-12.4%,14.0%,-0.4%,i,11.0,-0.2%,5.3%
CC(Oc1ccc(Cl)cc1)C(=O)NCC1CCCO1 (stereo unspecified),-13.3%,-0.2,46,-5.7%,-1.4%,-1.4%,0.5%,i,37.6,-4.3%,-0.2%
CCc1ccc(NC(=O)CSc2nnc(Cc3cccn3C)n2-c2ccc(F)cc2)cc1,3.5%,5.9,48,-1.1%,-2.0%,-0.2%,-0.6%,i,63.7,-4.9%,0.4%
Cc1nc(N2CCN(c3ccccn3)CC2)c2c(C)c(C(=O)N3CCN(c4ccccc4F)CC3)sc2n1,-6.9%,.,.,-0.2%,-24.3%,9.1%,-0.6%,i,17.5,1.3%,0.5%
Cc1ccc(NC(=O)c2nc[nH]c2C(=O)N2CCOCC2)c(C(=O)c2ccccc2)c1,4.6%,0.4,48,-7.9%,-37.6%[20 µM],-5.3%,-0.4%,i,28.6,.,-0.2%
Cc1[nH]c2ccc(F)cc2c1CCN1C(=O)OC(C)(C)C1(C)O (stereo unspecified),12.4%,1.8,56,3.7%,3.9%,5.1%,0.2%,i,13.5,1.0%,0.0%
COc1cc(/C=C2\COC/C(=C\c3cc(OC)c(OC)c(OC)c3)C2=O)cc(OC)c1OC,-15.1%,.,.,11.1%,13.7%,1.1%,-1.0%,.,.,-0.4%,0.2%
NC(=O)CC(NC(=O)Cc1ccc(Br)cc1)c1ccc(NCCN2CCCCC2)c([N+](=O)[O-])c1 (stereo unspecified),-5.6%,2.8,74,-10.5%,-44.7%[20 µM],1.2%,0.1%,i,12.4,6.6%,-0.3%

# Screens (PubChem)
